S3 lipid droplet = qHTS Assay for Lipid Storage Modulators in Drosophila S3 Cells; Drosophila S3 cells, BODIPY lipid droplet fluorescence, 18-24 h; cells fed with added oleic acid; Potency in µM for hits, for the others lipid storage change, negative = inhibition, % at the top dose, mostly 46.1 µM; 0.64% of 320,000 active; AID 2685; active = well fitted inhibition curve with a large enough effect in the signal ratio, with a control signal flat, not every such curve was filed as active; inconclusive = small, poorly fitted or top-dose-only effect, or effect the other way, or a change in a side signal; the % refers to the signal ratio
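Drosophila S3 cells got compounds at several concentrations plus oleic acid (400 uM solution). Laser-scanning cytometry with 488 nm excitation read lipid droplets at 500-530 nm and cells at 575-640 nm. Percent activity was relative to 20 uM Triacsin C.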
S3 lipid droplet cell count max = further read-out of S3 lipid droplet, marked with its call; cell number change, %; measured here: cell count max response;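 cells counted by Cell Tracker Red CMTPX staining in the red channel; peak over a dose series mostly up to 46.1 µM; percent activity relative to internal control wells on each plate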
* = called active by the depositor; i = inactive; ? = inconclusive; / = no result given. % is set by controls: 0 for no effect and ±100 for the full control effect; potency is the fitted concentration of half-maximal effect. This is a subset. The share of hits here may be higher or lower than overall.

Order of values – S3 lipid droplet	S3 lipid droplet cell count max
- NC(=O)C1CCN(S(=O)(=O)c2ccccc2[N+](=O)[O-])CC1
  ?	/
- Cn1nccc1NS(=O)(=O)c1ccc(C(C)(C)C)cc1
  0%	16
- Cc1nc2n(n1)CC(O)CS2 (stereo unspecified)
  -14%	-18
- O=C(COc1ccc(Br)cc1CO)Nc1ccccc1
  ?	/
- CC(C)c1nc(SCC(=O)Nc2ccc(N(C)C)cc2)c2ccccc2n1
  ?	/
- O=C(C1CCCO1)N1CCN(c2ncccn2)CC1 (stereo unspecified)
  8%	-2
- COc1ccc(C(=O)Nc2ccccn2)cc1S(=O)(=O)N1CCOCC1
  ?	/
- Cn1ccnc1Sc1ccc(/C=N/NC(=O)c2ccccc2O)cc1[N+](=O)[O-]
  ?	/
- Cc1ccc(-n2nnnc2SCC(=O)NC(=O)Nc2ccc3c(c2)OCCO3)cc1
  ?	/
- O=C(NC(=S)Nc1ccc(Cc2ccncc2)cc1)c1ccc(F)cc1
  ?	/
- Cn1c(SCC(=O)NNC(=O)Nc2ccccc2)nnc1-c1ccccc1
  -6%	6
- O=C(NS(=O)(=O)c1ccc(Cl)s1)c1ccccc1
  ?	/
- O=c1c2cnn(-c3ccccc3)c2ncn1Cc1cccc(Cl)c1
  i	/
- CC(NC(=O)C(=O)NCCN1CCN(C(=O)c2ccccc2Br)CC1)c1ccccc1 (stereo unspecified)
  ?	/
- CCC1=C(OC(=O)N(CC)CC)N2C(=O)OC(=NCCOC)[C@]2(Cc2ccccc2)[C@H]2C1=CC[C@H]1C(=O)NC(=O)[C@H]12
  ?	/
- CN(Cc1ccc(Cl)cc1)C(=O)COC(=O)c1ccc(-c2ccc(O)cc2)cc1
  ?	/
- O=C(NCc1cccc2ccsc12)c1cccs1
  ?	/
- COCc1cc(=O)n2[nH]c(SC)nc2n1
  ?	/
- O=C(c1ccco1)c1cn(CC(=O)N2CCCC2)c2ccccc12
  -5%	2
- COC(=O)CNC(=O)CSc1nc2sccc2c(=O)n1-c1ccccc1
  ?	/
- CC(=O)Nc1ccc(S(=O)(=O)N2CCC(NC(=O)C(Cc3ccc(C)cc3)NC(C)=O)CC2)cc1 (stereo unspecified)
  ?	/
- CC1CN(C(NC(=O)c2ccccc2)C(Cl)(Cl)Cl)CC(C)O1 (stereo unspecified)
  0%	/
- CCOC(=O)c1c(/N=C/N(C)C)sc(C(=O)OC)c1C
  ?	/
- Cc1ccc(C(=O)N2CCN(S(=O)(=O)c3cc(Br)ccc3Br)CC2)o1
  ?	/
- CCOC(=O)c1c(CN2CCN(c3ccccc3)CC2)oc2cc(Br)c(O)cc12
  ?	/
- O=C(CCCc1nc(-c2ccccc2Cl)no1)NC1CCCC1
  ?	/
- CCc1cc2c(cc3c(=O)n(CC(=O)NCCCN(CC)CC)nc(CC)n32)s1
  i	21
- Cc1nnsc1C(=O)Nc1cccc(Cl)c1C
  ?	/
- O=C(NCCCN1CCOCC1)c1ccc(N2CCOCC2)c([N+](=O)[O-])c1
  -10%	22
- CC(=O)c1ccc(NC(=O)c2cc(C)nc3ccccc23)cc1
  i	17

Single records, from the list above:
O=C(CCCc1nc(-c2ccccc2Cl)no1)NC1CCCC1 as listed: S3 lipid droplet = ?; S3 lipid droplet cell count max = /
CC(NC(=O)C(=O)NCCN1CCN(C(=O)c2ccccc2Br)CC1)c1ccccc1 (stereo unspecified) as listed: S3 lipid droplet = ?; S3 lipid droplet cell count max = /

(continued)
Order of values – S3 lipid droplet	S3 lipid droplet cell count max
- COc1cccc(NC(=O)c2ccc(S(=O)(=O)N(C)C)cc2)c1
  ?	/
- Cc1ccc(C(C(=O)NC2CCCCC2)N(C(=O)c2csnn2)C2CC2)cc1 (stereo unspecified)
  ?	/
- Cc1ccc(S(=O)(=O)N2[C@@H](c3ccccc3)C(C(=O)O)=CC[C@H]2c2cccs2)cc1
  ?	/
- COc1ccccc1-c1nnc(SCC(=O)NC2CCCCC2)n1C
  i	3
- O=C(Nc1nccs1)c1ccc(NC(=O)C2CC=CCC2C(=O)O)cc1 (stereo unspecified)
  11%	4
- C=C(C)CSc1nncn1/N=C/c1ccc(OC)cc1
  ?	/
- Cc1cc(C)nc(SCC(=O)Nc2ccc(N3CCOCC3)cc2)n1
  i	/
- CS/C(=C\[N+](=O)[O-])Nc1ccccc1
  ?	/
- CCCC(=O)NCCc1nc2ccccc2n1C
  ?	/
- O=C(NCCNc1ccc([N+](=O)[O-])cc1)c1ccc(Cl)cc1
  -3%	-14
- O=C(CSc1nnc(CNC(=O)c2c(F)cccc2F)o1)NCC1CCCO1 (stereo unspecified)
  -1%	/
- S=C(NCc1ccccc1)NCc1ccccc1Cl
  ?	/
- CC(C)(CO)CNC(=O)CCc1nnc(-c2ccc(-c3ccccc3)cc2)o1
  i	/
- COc1ccccc1CC(=O)Nc1cc2oc3ccccc3c2cc1OC
  -12%	19
- CNC(=O)N1c2ccccc2NC(=O)CC1C (stereo unspecified)
  ?	/
- COC(=O)c1cn(NC(=O)CC2CCCCC2)c(=O)c2ccccc12
  ?	/
- CCOC(=O)c1sc(=NC(=O)c2cccs2)n(C)c1C
  ?	/
- Cc1cc(C)n2nc(NCc3cccc(Br)c3)nc2n1
  -5%	/
- NNC(=O)CNc1cccc(Cl)c1
  0%	3
- Cc1cc(C)c(S(=O)(=O)NC(CC(=O)O)c2cccc([N+](=O)[O-])c2)c(C)c1 (stereo unspecified)
  ?	/
- CC(O)(C#CCN1CCCCCC1)c1ccccc1 (stereo unspecified)
  ?	/
- CCN(CC)CCCNC(=O)Cn1cnc2ccc(S(=O)(=O)N3CCC(C)CC3)cc2c1=O
  ?	/
- Cc1c(CC(=O)N2CCN(C(=O)C3COc4ccccc4O3)CC2)c(=O)oc2c(C)c(O)ccc12 (stereo unspecified)
  ?	/
- Cc1n[nH]c(=S)n1/N=C/c1ccc(-c2ccccc2[N+](=O)[O-])o1
  ?	/
- CCC1CCCCN1CCCNC(=O)C1CCCN(c2nn3c(=O)cc(C)nc3s2)C1 (stereo unspecified)
  i	/
- CCCc1nc(N2CCOCC2)c(C#N)c2c1CCCC2
  ?	/
- CC(C)(C)c1cc(Cl)c(O)c(NC(=S)NC(=O)c2cccnc2)c1
  0%	-21
- CSc1nc(C)c(Oc2ccccc2)c(=O)n1C
  -31%	/
- Cc1ccc(C(=O)N(CCN(C)C)CC2CCCN(Cc3ccccc3F)C2)cc1C (stereo unspecified)
  ?	/
- Cc1cc(C(=O)CSc2ccc3c(c2)OCCO3)c(C)n1C1CC1
  ?	/

The list continues:
Order of values – S3 lipid droplet	S3 lipid droplet cell count max
- CCOc1ccccc1NC(=O)CN1CCC(NC(=O)c2ccccc2)CC1
  -20%	/
- O=C(O)c1ccccc1SCc1cn2cc(Br)ccc2n1
  21%	28
- CCOc1ccc(/C=N/NC(=O)c2ccccc2Cl)cc1CN1CC2CC(C1)c1cccc(=O)n1C2 (stereo unspecified)
  5%	-12
- Cc1cc(C)cc(NC(=O)N2CCC(NC(=O)c3ccc(F)cc3)CC2)c1
  ?	/
- CC(C)NC(=S)N/N=C/c1cccnc1
  -9%	16
- C=CCOC(=O)C1=C[C@H](c2ccc(Br)cc2)[C@@H](CCCO)[C@H](OCC)O1
  19%	2
- C/C(=N\N=C1\NC(=O)C(CC(=O)Nc2ccc(C)c(Cl)c2)S1)C(C)(C)C (stereo unspecified)
  ?	/
- O=C(Nc1ncc([N+](=O)[O-])s1)C1CCN(S(=O)(=O)c2cnc[nH]2)CC1
  ?	/
- Cc1cc(NC(=O)c2ccc(F)cc2)n(C)n1
  6%	15
- COc1ccc(NC(=O)NCc2ccc3c(c2)OCO3)c(OC)c1
  ?	/
- N#Cc1c2n(c3c(=O)n(CC(=O)c4ccc([N+](=O)[O-])cc4)cnc13)CCCCC2
  21%	-18
- CC(C)(C)C(=O)C(Oc1cccc2nonc12)n1cncn1 (stereo unspecified)
  ?	/
- COc1ccc(OCC(=O)N2CCN(C(=O)Cc3ccccc3)CC2)cc1
  ?	/
- C=C1[C@@H](OC(C)=O)CC[C@]2(C)[C@@H]1C[C@@H]1C[C@H](OC(C)=O)C(C)=C([C@@H](OC(C)=O)[C@@H]2OC(C)=O)C1(C)C
  ?	/
- CN(C)S(=O)(=O)c1cccc(C(=O)NCC(C)(C)CNC(=O)c2cccc(S(=O)(=O)N(C)C)c2)c1
  ?	/
- O=C(NCC1CCCO1)C(=O)N/N=C/c1ccccc1C(=O)O (stereo unspecified)
  -6%	9
- CC(C)COP(=O)(OCC(C)C)C(O)c1ccc(F)cc1 (stereo unspecified)
  17%	10
- Cc1ccc(S(=O)(=O)NC(=O)NCc2ccc(F)cc2)cc1
  13%	20
- CCCCNc1ncnc2c1cnn2-c1ccccc1
  6%	-16
- CCOc1ccc(NS(=O)(=O)c2ccc(C(=O)N(CC)CC(=O)NCc3cccs3)cc2)cc1
  ?	/
- Cc1ccc(C(=O)/C=C/c2ccccc2[N+](=O)[O-])cc1
  -26%	-6
- O=C(Nc1csc([N+](=O)[O-])c1)Nc1ccccc1Cl
  ?	/
- O=C(Nc1ccc(CN2CCOCC2)cc1)c1ccc(-c2cccc([N+](=O)[O-])c2)o1
  8.2µM*	-29*
- CC(=O)NC(CCS(C)(=O)=O)C(=O)Nc1cc(C)on1 (stereo unspecified)
  5%	3
- O=C(CNc1n[nH]c(=O)[nH]c1=O)N/N=C/C1CC=CCC1 (stereo unspecified)
  -7%	-9
- Cc1cc(C)c(C)c(OCCCN(C)C)c1
  -13%	-8
- FC(F)(F)c1ccc(N2CCN(c3ncnc4c3nnn4Cc3ccccc3)CC2)nc1
  ?	/
- O=C(N/N=C/CCc1ccccc1)C1CCCCC1
  ?	/
- COc1ccc2oc(=O)c(C(=O)n3ccc(C)n3)cc2c1
  -5%	3
- CC(=O)Nc1cccc(NC(=O)CSc2n[nH]c(-c3ccccc3)n2)c1
  ?	/

Going on with the list.
Order of values – S3 lipid droplet	S3 lipid droplet cell count max
- Clc1ccc(NCc2nnc3n2CCCCC3)cc1
  i	5
- COc1ccc(C2CC(c3cccs3)=NN2C(=O)CSc2nc3ccccc3s2)cc1 (stereo unspecified)
  ?	/
- Cn1c(=O)c2c(SCC(=O)Nc3ccccc3F)nc(C3CC3)nc2n(C)c1=O
  ?	/
- CSc1ccc(CN2CCC(Cc3ccccc3)CC2)cc1
  13%	-6
- COc1ccccc1C(=O)NC1CCSc2ccccc21 (stereo unspecified)
  ?	/
- O=C(NCc1nc(-c2ccccc2)no1)c1ccc(Br)o1
  17%	-4
- COc1cccc(OC)c1C(=O)OCC(=O)N(c1ccccc1)C1CCCCC1
  5%	0
- COc1cccc(N(CC(=O)NCCN2CCOCC2)S(=O)(=O)c2ccccc2)c1
  0%	5
- CN1CCN(c2cc(=O)n(Cc3ccc(F)cc3)c(=O)[nH]2)CC1
  ?	/
- CCOc1ncccc1C(=O)N1CCN(C(=O)c2ccccc2)CC1
  ?	/
- CS(=O)(=O)c1ccc2nc(NC(=O)CN3CCOCC3)sc2c1
  -9%	24
- CCOC(=O)C1(Cc2ccc(OC)cc2)CCN(C(=O)C2CC(=O)N(C3CC3)C2)CC1 (stereo unspecified)
  ?	/
- COC(=O)c1cc(=O)n(Cc2ccc(OC)c(OC)c2)c(=Nc2ccc(F)cc2)s1
  ?	/
- O=c1cc(-c2cccnc2)oc2c1ccc1ccccc12
  ?	/
- Cc1cccc(C)c1NC(=S)N1CCOCC1
  15%	7
- CCOc1ccc(-c2cn(-c3ccc(OC)cc3)c(SC)n2)cc1
  ?	/
- Cc1ccc(-c2nnn(CC(=O)N(CC(=O)NC(C)C)c3cnc4ccccc4c3)n2)o1
  i	24
- COc1ccccc1CNC(=O)C(CC(C)C)NS(=O)(=O)c1ccc2c(c1)oc(=O)n2C (stereo unspecified)
  ?	/
- Cc1ccccc1-n1c(N)cc(=O)[nH]c1=S
  ?	/
- COc1ccc(CC2SC(N)=NC2=O)cc1 (stereo unspecified)
  ?	/
- O=C(CCN1C(=O)c2ccccc2C1=O)NC(=S)Nc1ccccc1Cl
  ?	/
- O=C(CCn1[nH]c(=O)c2ccccc2c1=O)N1CCOCC1
  ?	/
- O=C(CNS(=O)(=O)c1ccc(Br)s1)N1CCN(c2ccc(F)cc2)CC1
  ?	/
- COc1c(C)cc(C(=O)C2CCCN(Cc3ccc(Oc4ncccn4)cc3)C2)cc1C (stereo unspecified)
  -6%	0
- CCc1ccccc1NC(=O)CCNS(=O)(=O)c1cc(Br)cnc1N
  ?	/
- CCc1ccc(OCC(=O)Nc2ccc(S(=O)(=O)Nc3ccccn3)cc2)cc1
  ?	/
- COc1ccc(S(=O)(=O)CCC(=O)Nc2cc(C)ccc2OC)cc1
  -5%	0

4 records drawn at random from those above, as already listed:
Order of values – S3 lipid droplet	S3 lipid droplet cell count max
- CS(=O)(=O)c1ccc2nc(NC(=O)CN3CCOCC3)sc2c1
  -9%	24
- O=C(CNc1n[nH]c(=O)[nH]c1=O)N/N=C/C1CC=CCC1 (stereo unspecified)
  -7%	-9
- CNC(=O)N1c2ccccc2NC(=O)CC1C (stereo unspecified)
  ?	/
- Cc1cc(C)n2nc(NCc3cccc(Br)c3)nc2n1
  -5%	/

Assay outcomes deposited in PubChem by National Center for Advancing Translational Sciences (NCATS).
